HCV NS3 hel inh = inhibitors of HCV NS3 helicase, primary screen, biochemical, Cy5 molecular beacon fluorescence; 0.56% of 290,000 active; inhibition, % at 10.9 µM; NS3 helicase DNA unwinding; Hepatitis C virus NS3 helicase;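 active = inhibition above the mean of all tested compounds plus 3 SD, set per campaign, cut at about 35% in these data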;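 also: 0% = DMSO wells and 100% = thioflavine S control wells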
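Test system: hepatitis C virus NS3 helicase domain fragment enzyme. Also added: annealed dual-labelled DNA beacon duplex, ATP-started. Timing: 60 min unwinding reaction at 25 °C after ATP addition. Technique: Cy5 fluorescence. Measure: % inhibition of unwinding.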
IMP-1 inhibitor = IMP-1 metallo-beta-lactamase inhibitors, primary screen, biochemical, epi-absorbance readout, Pseudomonas aeruginosa enzyme; metallo-beta-lactamase IMP-1 (Pseudomonas aeruginosa); purified IMP-1, nitrocefin hydrolysis, epi-absorbance fluorescence; inhibition, % at 5.6 µM; 0.45% of 290,000 active; AID 1556, 2009;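 active = inhibition above the mean plus 3 SD of all compounds in the same screening run, cut at about 4.5% in these data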;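 also: 0% = IMP-1 with DMSO and 100% = DMSO wells lacking enzyme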
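System: purified recombinant IMP-1 beta-lactamase. Medium: Zinc- and detergent-supplemented HEPES buffer, pH 7.1. Compound: one 5.6 µM dose […]. Schedule: 15 min preincubation plus 25 min reaction at 25 °C. Technique: Epi-absorbance fluorescence, 480 nm excitation, 530 nm emission.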
NALP1 yeast inh = NALP1 inflammasome inhibitors in reconstituted yeast, colorimetric, S. cerevisiae, triplicate retest; S. cerevisiae NALP1/ASC/caspase-1 growth, X-gal OD620, 72 h; inhibition, % at 10 µM; 0.61% of 280,000 active; in the data active = inhibition mostly above about 24%, no sharp cut-off; inactive = mostly below about 32%; also: some compounds called inactive have numbers as strong as hits
MEKK2 mut-MEK5 = MEK5 binding signal on mutant MEKK2 PB1, primary screen, biochemical, multiplex bead flow cytometry, Alexa488-MEK5; Alexa488-MEK5 binding to MEKK2 mutant; percent response, % at 10 µM; 0.35% of 290,000 active; AID 1530, 2009; in the data active = percent response above about 24%, passing the limit was not always enough; also: inactives centre near 1; some results filed as inactive read as strong as hits; reference of the scale not given here
FID counter = compounds displacing fluorescent DNA intercalator, primary screen, artefact control for HCV NS3 helicase inhibitor project, biochemical, FID fluorescence | DNA fluorescent intercalator displacement | inhibition, % at 7.9 µM | AID 1845, 2009 | 0.17% of 290,000 active; in the data active = inhibition above about 37%;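 also: 0% = vehicle and 100% = reference compound; higher means more ethidium bromide displaced from hairpin DNA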
SUMO HTRF inh = inhibitors of in vitro SUMOylation cascade, primary screen, biochemical, HTRF, uHTS | SUMO-conjugating enzyme UBC9 (Homo sapiens), P63279 | 0.36% of 290,000 active | inhibition, % at 35 µM | HTRF SUMOylation assay, SAE1/SAE2 + UBC9; in the data active = inhibition above about 50%, passing the limit was not always enough; also: strong numbers were not always called active
Target sequence (P63279 whole entry, looked up): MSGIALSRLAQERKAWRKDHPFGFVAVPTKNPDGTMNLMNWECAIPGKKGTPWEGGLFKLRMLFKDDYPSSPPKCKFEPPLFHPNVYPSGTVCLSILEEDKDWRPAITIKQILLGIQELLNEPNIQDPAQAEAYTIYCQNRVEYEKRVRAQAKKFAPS
M18AAP inhibitor = PfM18AAP inhibitors, malaria aminopeptidase, primary screen, biochemical, QFRET, recombinant enzyme; H-Glu-NHMec fluorogenic cleavage; AID 1822, 2009; 1.2% of 290,000 active; M18 aspartyl aminopeptidase (Plasmodium falciparum 3D7); inhibition, % at 7.35 µM;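 active = inhibition above the campaign mean inhibition over all tested compounds plus 3 SD, cut at about 28% in these data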;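 also: 0% = plate median of test compound wells and 100% = 2 mM ZnCl2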
VIM-2 inhibitor = VIM-2 metallo-beta-lactamase inhibitors, primary screen, biochemical, epi-absorbance readout, Pseudomonas aeruginosa enzyme | purified VIM-2, nitrocefin hydrolysis, epi-absorbance fluorescence | inhibition, % at 5.6 µM | 0.89% of 290,000 active | AID 1527, 2009;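 active = inhibition above the mean of all tested compounds plus 3 SD, cutoff set per screening run, cut at about 7.5% in these data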;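 also: red hydrolysis product quenches plate fluorescence so inhibitors raise well fluorescence; 0% = enzyme with DMSO and 100% = DMSO without enzyme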
MEKK2wt PB1 HTS = modulators of MEK5 binding to wildtype MEKK2, primary screen, biochemical, multiplex bead flow cytometry, Alexa488-MEK5. 1.1% of 290,000 active. AID 1531, 2009. binding response (% of control), % at 10 µM. Alexa488-MEK5 binding to MEKK2 WT; actives lie on both sides; in the data active = binding response below about 67% or above about 130%
Starred values were filed as active, the others as inactive; . = no result given; & = joins results of further samples; [ ] = dose if it differs, or a comment. A portion of the library; rates above refer to the full screens.

SMILES	HCV NS3 hel inh	IMP-1 inhibitor	NALP1 yeast inh	MEKK2 mut-MEK5	FID counter	SUMO HTRF inh	M18AAP inhibitor	VIM-2 inhibitor	MEKK2wt PB1 HTS
Cc1ccccc1CS(=O)(=O)Cc1ccc(C(=O)N2CCC3(CC2)OCCO3)o1	10.2	-1.7	-5.0	.	-19.6	12.4	-6.3	-3.7	.
CCOC(=O)C(O)(c1ccc(N=c2ccccn2C)cc1)C(F)(F)F (stereo not given)	1.9	-2.6	20.9	2.0	3.2	8.7	-6.4	-2.8	101.0
Cn1c(O)c(/C=C2\C=Nc3ccc(Br)cc32)c(=O)n(C)c1=O	-2.1	-1.5	20.5	6.0	11.8	12.9	22.4	-0.8	106.0
Cc1nn(Cc2ccccc2)c(C)c1C=C1C(=O)NC(=S)NC1=O	0.2	0.6	21.1	-2.0	3.3	8.3	-1.5	2.2	99.0
CN(C)c1ccc(C=C(C#N)C#N)cc1	1.9	-0.3	20.9	0.0	-2.2	0.9	-7.1	-0.9	94.0
C=CCn1c(O)c(C(C)=NC2CC2)c(=O)[nH]c1=O	-3.4	-2.8	-1.7	1.0	-4.7	-19.2	8.1	-3.0	98.0
Cc1nn(Cc2ccccc2)c(C)c1C(=O)OCC(=O)NCc1ccco1	-3.4	-2.5	-7.8	2.0	-15.0	-6.5	2.5	-3.2	109.0
Cc1cccc(-n2c(=S)[nH]c3ccccc3c2=O)n1	-8.4	-3.8	2.6	5.0	-0.7	3.1	0.7	-3.2	104.0
O=c1[nH]c(O)c(C=Nc2ccccc2Sc2ccccc2)c(=O)[nH]1	3.0	-2.2	.	-6.0	-1.8	-11.4	-0.5	-1.4	92.0
CN(C)C(=O)Oc1ccc2c(c1)O/C(=C\c1ccc(Cl)cc1)C2=O	3.8	-2.1	8.5	2.0	-22.2	-1.4	5.1	-4.1	102.0
CN1CC(C(=O)c2cccs2)C(c2ccc(Cl)cc2)C1 (stereo not given)	-6.5	-0.8	15.9	5.0	1.3	10.0	5.4	-1.0	108.0
CCCCc1nc2ccccc2c(=O)n1-c1ccc(Cl)cc1[N+](=O)[O-]	3.4	-2.0	5.6	2.0	-1.2	3.8	5.6	-3.9	104.0
CC(=O)O[C@@]12CO[C@@H]1C[C@H](O)[C@@]1(C)C(=O)[C@H](O)C3=C(C)[C@@H](OC(=O)[C@H](O)[C@@H](NC(=O)c4ccccc4)c4ccccc4)C[C@@](O)([C@@H](OC(=O)c4ccccc4)C12)C3(C)C (stereo not given in full)	-21.4	-4.3	15.2	2.0	-45.8	-2.6	5.6	-2.5	101.0
COc1ccc(-c2nc(CSCC(=O)N3CCC4(CC3)OCCO4)c(C)o2)cc1OC	4.8	-2.8	10.5	-1.0	-34.4	4.8	2.0	-1.9	103.0
Cc1nc2ccccc2c(=O)n1-c1ccc(Br)cn1	-1.5	-1.9	16.1	-3.0	-4.2	23.3	-5.3	-2.1	94.0
Cc1ccc(N=Nc2c(O)[nH]c(=O)[nH]c2=O)c([N+](=O)[O-])c1	-1.5	-2.6	16.5	1.0	-3.2	-6.3	0.3	-1.4	101.0
CC(C)n1c(O)c(C=NCc2cccnc2)c(=O)[nH]c1=S	0.6	-1.4	11.4	-14.0	-5.0	7.8	16.7	-2.9	94.0
COc1ccccc1OP(=O)(Nc1ccc(Br)cc1)Oc1ccccc1OC	-17.8	-2.7	2.1	0.0	-25.4	-14.6	-2.4	-2.7	91.0
CN1CCC2(CC1)C(C#N)=C(N)NC(S)=C2C#N	-1.3&5.3	-0.6&-4.4	-4.9&11.0	1.0&14.0	7.7&7.7	57.2*	13.0&9.0	-0.2&-2.5	85.0&103.0
Cc1cccc(N=Cc2c(O)n(-c3ccccc3C)c(=O)[nH]c2=O)c1	5.7	-2.6	-10.5	3.0	-15.2	-4.6	2.7	-0.6	109.0
CCc1c(C)nc(N)nc1N1N=C1SCC#N	20.3	0.0	14.3	10.0	-12.7	48.2	-3.1	-4.3	109.0
O=C(NC(C(Cl)Cl)N1CCOCC1)c1ccccc1 (stereo not given)	-0.2	-3.4	8.2	9.0	-2.2	22.5	6.4	-3.6	107.0
CN1OC[C@@H]2COc3ccc4ccccc4c3[C@@H]21	-11.3	-3.2	-13.1	0.0	-9.8	-5.1	3.2	-2.4	96.0
CN1CCc2nc3ccc(F)cc3c(C(N)=O)c2C1	-3.5	-0.6	-8.9	7.0	5.2	3.9	0.8	-3.5	105.0
CN1CCN(c2ccc([N+](=O)[O-])c3no[n+]([O-])c23)CC1	-1.9	-0.4	.	8.0	-9.9	54.6*	-0.3	-0.9	109.0
(next part)
SMILES	HCV NS3 hel inh	IMP-1 inhibitor	NALP1 yeast inh	MEKK2 mut-MEK5	FID counter	SUMO HTRF inh	M18AAP inhibitor	VIM-2 inhibitor	MEKK2wt PB1 HTS
O=S(=O)(c1ccccc1)N1CCCCC1c1cccnc1 (stereo not given)	1.1	-2.5	-0.5	3.0	-7.3	-0.5	-2.5	-3.4	106.0
Cc1ccc(S(=O)(=O)N(C)C/N=C(\N)N[N+](=O)[O-])cc1	-3.1	-5.8	-0.4	-2.0	-0.6	7.6	-4.7	-2.5	89.0
CCC(=O)OC1(Cc2ccc(CC)cc2)CC(C)N(C)CC1C (stereo not given)	-10.7	-2.2	0.2	12.0	15.6	7.8	-0.5	-2.8	106.0
CC(C)c1ccccc1NC1=NCCCS1	0.5	-4.1	4.7	-3.0	-1.1	6.4	-1.9	0.7	98.0
CCC(=NCc1ccco1)c1c(O)n(-c2ccc(Cl)cc2)c(=O)[nH]c1=O	0.2	-1.4	15.8	1.0	-1.3	10.4	0.2	0.5	96.0
CCN(CC)CCCOC(=O)C(OC)(c1ccccc1)c1ccccc1	-3.1	-2.7	16.8	4.0	8.3	4.5	-3.8	-2.1	105.0
CC(=O)O[C@H]1C(=O)[C@@]2(C)C([C@H](OC(=O)c3ccccc3)[C@]3(O)C[C@H](OC(=O)[C@H](O)[C@@H](NC(=O)Cc4ccccc4)c4ccccc4)C(C)=C1C3(C)C)[C@]1(OC(C)=O)CO[C@@H]1C[C@@H]2O (stereo not given in full)	-48.3	-4.3	-13.0	0.0	-49.0	2.4	4.4	-4.1	97.0
Cn1c2ccccc2c2cnn(CC(=O)N3CCC4(CC3)OCCO4)c(=O)c21	-3.1	-4.3	-2.4	.	-15.1	-14.5	-3.2	-2.8	.
O=c1[nH]c(CN2CCNCC2)nc2ccccc12	6.3	-2.4	28.9	-4.0	-4.1	-5.8	-2.4	-1.5	97.0
C(#CCN1CCOCC1)COCc1ccccc1	1.6	-4.2	9.5	0.0	-1.7	11.1	-5.1	-2.1	100.0
CC(=O)OC(C)(C)/C=C/C(=O)C(C)(O)C1[C@H](O)C[C@@]2(C)C3CC=C4C(CC[C@@H](O)C4(C)C)[C@]3(CO)C(=O)C[C@]12C (stereo not given in full)	2.1	-1.0	19.1	4.0	-29.1	25.6	-13.3	-0.6	106.0
CN(C)CC1Oc2ccccc2OC1(O)c1ccccc1 (stereo not given)	-5.9	-3.7	.	14.0	-4.3	21.6	-15.6	-3.3	107.0
CN1CCN(c2nc3c(c(=O)[nH]2)CCC3)CC1	2.9	0.4	14.5	3.0	2.4	1.3	-4.8	-1.9	103.0
O=C1NC(=S)N(c2ccc(Cl)cc2)C(=O)/C1=C/N1CCN(C(=O)c2ccco2)CC1	7.4	0.3	-0.9	5.0	-0.4	12.2	-9.7	-1.7	98.0
O=C1C2CCCN2C(c2cccc(Cl)c2)N1c1ccccn1 (stereo not given)	12.0	-5.1	15.3	-17.0	38.0*	3.2	-7.6	0.1	0.0*[inhibitor]
O=C(Cn1ncc2ccsc2c1=O)N1CCC2(CC1)OCCO2	-5.1	-3.0	25.6	6.0	0.8	10.1	-2.2	-3.5	105.0
CC(=O)OC1C2CCC1C(N1CCCC1)CC2 (stereo not given)	-1.5	-6.3	2.0	-2.0	-3.6	3.8	3.3	-0.9	101.0
CCNc1cc(N2CCNCC2)ccc1[N+](=O)[O-]	11.0	-2.0	6.5	.	15.1	-20.8	9.5	-0.5	.
Fc1ccc(C2=CCN(C(c3cccs3)c3nnnn3CCc3ccccc3)CC2)cc1 (stereo not given)	-0.4	-3.2	5.9	4.0	-4.2	-11.0	0.6	-0.2	103.0
O=C(Nc1ccccc1)N1CCC2(CC1)OCCO2	-7.2	-0.5	11.4	-12.0	2.4	5.9	6.4	0.3	82.0
CCC(=NCc1cc(OC)cc(OC)c1)c1c(O)[nH]c(=O)[nH]c1=O	4.1	-0.6	.	-5.0	-5.7	16.6	-1.4	-2.3	100.0
COCCCN1Cc2ccccc2C1=N	6.3	-2.3	32.2	-6.0	0.9	11.6	0.7	-2.2	92.0
CCn1c(O)c(/C=N/NC(=O)c2ccccc2)c(=O)n(CC)c1=S	28.8	-0.1	.	1.0	-12.8	-31.1	-8.2	0.2	100.0
OCc1cnc[nH]1	-1.8	-1.5	12.9	1.0	-0.1	-9.3	-0.5	-1.1	97.0
CC(C)Oc1ccc(C2C(C#N)=C(N)Oc3c2c(=O)oc2ccccc32)cc1 (stereo not given)	1.6	-1.5	27.9	-5.0	-2.0	0.8	-4.8	-2.2	92.0

Limited to HCV NS3 hel inh, NALP1 yeast inh and MEKK2 mut-MEK5 (2 entries from above):
Compound,HCV NS3 hel inh,NALP1 yeast inh,MEKK2 mut-MEK5
CC(C)Oc1ccc(C2C(C#N)=C(N)Oc3c2c(=O)oc2ccccc32)cc1 (stereo not given),1.6,27.9,-5.0
CN1CCc2nc3ccc(F)cc3c(C(N)=O)c2C1,-3.5,-8.9,7.0

Next records follow:
SMILES	HCV NS3 hel inh	IMP-1 inhibitor	NALP1 yeast inh	MEKK2 mut-MEK5	FID counter	SUMO HTRF inh	M18AAP inhibitor	VIM-2 inhibitor	MEKK2wt PB1 HTS
Cc1cccc(OC(=O)N2CCOCC2)c1	2.3	-2.3	15.8	1.0	-0.8	-15.0	-15.3	-1.2	96.0
CC(N)Cc1c[nH]c2cc3c(cc12)OCCO3 (stereo not given)	-13.6	-2.3	8.8	.	-2.1	4.2	1.0	-1.1	.
O=[N+]([O-])c1ccc(C2C3C(c4ccccc4)=NC4(CCCC4)N32)cc1 (stereo not given)	-15.1	-1.6	17.0	2.0	-5.1	-0.8	2.7	-3.5	100.0
COc1ccc(C(C)=O)cc1CN1CC=C(c2ccccc2)CC1	-10.1	-3.7	4.7	5.0	1.2	-6.5	11.7	-1.0	109.0
N#CCCn1cc(C(=O)Nc2ccccc2Br)c(-c2ccc3c(c2)OCCO3)n1	-8.7	-2.0	22.2	34.0	-21.9	7.3	-4.8	-1.2	125.0
O=C1NC(=S)NC(=O)C1=Cc1ccc2c(c1)CCN2CCCCl	27.3	-2.2	.	-7.0	-14.4	44.8	16.2	-0.9	85.0
